Cav32 inh – human Cav3.2 channel inhibition, primary screen; AID 449739; O95180; 100,000 compounds, 4% hits; Cav3.2-expressing cells, Fluo-4 calcium fluorescence FDSS; hits give low values; B-score at 10 µM;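 active means single-dose well whose peak fluorescence ratio is a statistical outlier from its plate by either plate-standardised score or position-corrected B-score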
Target sequence (O95180 whole entry, looked up): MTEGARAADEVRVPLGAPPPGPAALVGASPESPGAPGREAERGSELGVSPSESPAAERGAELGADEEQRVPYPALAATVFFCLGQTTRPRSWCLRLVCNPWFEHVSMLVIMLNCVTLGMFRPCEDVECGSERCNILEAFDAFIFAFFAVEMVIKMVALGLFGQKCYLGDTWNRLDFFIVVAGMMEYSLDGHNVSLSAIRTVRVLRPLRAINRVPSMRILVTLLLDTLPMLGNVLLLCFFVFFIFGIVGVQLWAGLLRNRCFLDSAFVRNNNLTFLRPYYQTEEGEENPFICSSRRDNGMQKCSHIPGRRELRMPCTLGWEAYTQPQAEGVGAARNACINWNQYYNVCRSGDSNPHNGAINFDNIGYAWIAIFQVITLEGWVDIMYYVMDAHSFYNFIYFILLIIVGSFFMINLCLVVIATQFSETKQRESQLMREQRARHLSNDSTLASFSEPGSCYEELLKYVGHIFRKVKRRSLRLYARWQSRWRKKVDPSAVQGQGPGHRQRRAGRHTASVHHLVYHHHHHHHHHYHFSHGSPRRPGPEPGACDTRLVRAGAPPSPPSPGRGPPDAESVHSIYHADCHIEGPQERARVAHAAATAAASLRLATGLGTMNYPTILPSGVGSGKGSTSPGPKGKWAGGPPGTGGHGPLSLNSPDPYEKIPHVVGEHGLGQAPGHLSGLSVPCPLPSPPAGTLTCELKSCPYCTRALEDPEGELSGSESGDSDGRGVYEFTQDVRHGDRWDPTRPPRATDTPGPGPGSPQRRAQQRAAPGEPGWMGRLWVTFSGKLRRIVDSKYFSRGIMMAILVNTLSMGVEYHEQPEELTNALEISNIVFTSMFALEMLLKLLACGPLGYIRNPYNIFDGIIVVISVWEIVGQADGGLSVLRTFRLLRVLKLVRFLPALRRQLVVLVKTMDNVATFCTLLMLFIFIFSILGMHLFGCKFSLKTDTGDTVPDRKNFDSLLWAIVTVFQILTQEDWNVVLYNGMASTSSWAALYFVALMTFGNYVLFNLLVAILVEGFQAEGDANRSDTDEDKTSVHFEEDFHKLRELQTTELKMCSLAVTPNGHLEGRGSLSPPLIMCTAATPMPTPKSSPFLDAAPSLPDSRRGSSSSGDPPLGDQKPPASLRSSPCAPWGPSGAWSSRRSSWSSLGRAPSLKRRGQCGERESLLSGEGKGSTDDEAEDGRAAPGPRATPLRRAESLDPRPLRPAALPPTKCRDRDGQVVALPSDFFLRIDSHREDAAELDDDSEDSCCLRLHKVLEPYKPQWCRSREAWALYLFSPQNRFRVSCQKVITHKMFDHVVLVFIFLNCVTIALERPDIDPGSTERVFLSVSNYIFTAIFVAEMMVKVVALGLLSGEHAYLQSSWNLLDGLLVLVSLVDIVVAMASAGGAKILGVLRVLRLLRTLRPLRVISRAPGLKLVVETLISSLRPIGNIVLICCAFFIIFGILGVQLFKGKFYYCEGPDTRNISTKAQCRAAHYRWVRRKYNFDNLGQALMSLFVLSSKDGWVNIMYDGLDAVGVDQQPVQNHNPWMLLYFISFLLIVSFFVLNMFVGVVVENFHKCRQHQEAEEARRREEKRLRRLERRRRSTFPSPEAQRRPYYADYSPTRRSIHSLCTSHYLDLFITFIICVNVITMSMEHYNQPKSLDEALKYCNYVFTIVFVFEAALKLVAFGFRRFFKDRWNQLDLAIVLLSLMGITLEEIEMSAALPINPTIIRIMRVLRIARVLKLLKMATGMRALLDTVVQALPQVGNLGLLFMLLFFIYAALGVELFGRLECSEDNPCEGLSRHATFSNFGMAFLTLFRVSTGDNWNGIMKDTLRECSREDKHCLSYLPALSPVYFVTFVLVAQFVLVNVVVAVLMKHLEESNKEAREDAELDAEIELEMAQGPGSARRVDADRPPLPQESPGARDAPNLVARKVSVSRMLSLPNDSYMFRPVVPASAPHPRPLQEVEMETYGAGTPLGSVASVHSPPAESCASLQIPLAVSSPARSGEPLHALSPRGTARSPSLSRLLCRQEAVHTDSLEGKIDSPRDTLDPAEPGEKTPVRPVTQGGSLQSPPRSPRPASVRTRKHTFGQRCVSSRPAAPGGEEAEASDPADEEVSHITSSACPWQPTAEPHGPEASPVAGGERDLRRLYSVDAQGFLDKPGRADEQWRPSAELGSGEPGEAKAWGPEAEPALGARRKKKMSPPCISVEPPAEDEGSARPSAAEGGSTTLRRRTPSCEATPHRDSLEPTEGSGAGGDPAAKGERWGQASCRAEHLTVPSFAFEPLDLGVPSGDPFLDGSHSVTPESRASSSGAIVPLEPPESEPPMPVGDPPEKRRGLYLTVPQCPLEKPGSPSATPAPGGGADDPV
The depositor's hits bear a star.

Preview:
Molecule | Cav32 inh
O=C(NC1=NCCS1)c1ccc2c(c1)C(=O)N(Cc1ccco1)C2=O | 0.3
CCOc1ccc2nc(NC(=S)NCc3ccccc3)sc2c1 | 0.64
Cc1cccc2cc(COC(=O)C(C)C)c(=O)[nH]c12 | -0.33
COc1ccc(-c2nnn(CC(=O)N(Cc3cccs3)C(C)C(=O)NCCC(C)C)n2)cc1OC (configuration not stated) | -2.5
Clc1nc(NCc2cccnc2)nc(N2CCOCC2)n1 | 0.41
COc1cc(/C=N/Nc2nc(Nc3ccc(C)cc3)nc(-n3nc(C)cc3C)n2)cc(OC)c1OC | -0.97

This part in full, repeating the preview:
Molecule | Cav32 inh
O=C(NC1=NCCS1)c1ccc2c(c1)C(=O)N(Cc1ccco1)C2=O | 0.3
CCOc1ccc2nc(NC(=S)NCc3ccccc3)sc2c1 | 0.64
Cc1cccc2cc(COC(=O)C(C)C)c(=O)[nH]c12 | -0.33
COc1ccc(-c2nnn(CC(=O)N(Cc3cccs3)C(C)C(=O)NCCC(C)C)n2)cc1OC (configuration not stated) | -2.5
Clc1nc(NCc2cccnc2)nc(N2CCOCC2)n1 | 0.41
COc1cc(/C=N/Nc2nc(Nc3ccc(C)cc3)nc(-n3nc(C)cc3C)n2)cc(OC)c1OC | -0.97
CCOC(=O)c1cc(-c2ccccc2)nc2c1c(C)nn2-c1ccccn1 | -1.7
COc1ccc(NC(=O)c2sc3cc(C(F)(F)F)cnc3c2-c2cccs2)cc1 | -0.32
COc1ccc(OC)c(NC(=O)CC(Cc2ccccc2OC)C(=O)O)c1 (configuration not stated) | 0.061
CCOc1ccc(C2/C(=C(\O)c3c(C)[nH]c(C(=O)OC)c3C)C(=O)C(=O)N2CCN(C)C)cc1 (configuration not stated) | 1.8
O=C(NCc1ccccc1)c1ccc(C2SCC(=O)N2Cc2ccccc2)cc1 (configuration not stated) | -1.3
CCC/C=C(\CCC)C(NC(=O)OCC(C)C)c1ccc(C(=O)OC)cc1 (configuration not stated) | -1.3

The closing 4 compounds of the part above open the next one.
Molecule | Cav32 inh
COc1ccc(OC)c(NC(=O)CC(Cc2ccccc2OC)C(=O)O)c1 (configuration not stated) | 0.061
CCOc1ccc(C2/C(=C(\O)c3c(C)[nH]c(C(=O)OC)c3C)C(=O)C(=O)N2CCN(C)C)cc1 (configuration not stated) | 1.8
O=C(NCc1ccccc1)c1ccc(C2SCC(=O)N2Cc2ccccc2)cc1 (configuration not stated) | -1.3
CCC/C=C(\CCC)C(NC(=O)OCC(C)C)c1ccc(C(=O)OC)cc1 (configuration not stated) | -1.3
Cc1nc(SCC(=O)N2CC(C)OC(C)C2)nc(C)c1C (configuration not stated) | -0.083
O=C(Nc1ccccc1)N1CCC(C(=O)N(Cc2ccco2)Cc2cccs2)CC1 | -0.019
Cn1cccc1C(=O)NC(=O)COC(=O)c1ccccc1O | 0.3
Cc1cc(N2C(=O)C(=O)/C(=C(/O)c3ccc(F)cc3)C2c2ccc(Cl)cc2)no1 (configuration not stated) | -6.2*
Cc1nnc(NC(=O)c2ccc(-c3cccc(C(F)(F)F)c3)o2)s1 | -0.72
Cc1ccc2nsnc2c1S(=O)(=O)N1CCN(CCc2ccccc2)CC1 | 1.4
Cc1ccc(-n2c(C)cc(/C=N/NC(=O)c3ccncc3)c2C)cc1 | -0.51
Cc1cnc(C(=O)OCC(=O)NC(C)C)cn1 | 2
CCCOc1ccc(N2C(=O)CC(S/C(N)=N/N=C(\C)c3cccs3)C2=O)cc1 (configuration not stated) | -0.013
Clc1ccc(Cn2ncc3c(NCc4ccccc4)ncnc32)cc1 | -6.9*
O=C(C1CC(c2ccccc2O)=NO1)N1CCCCC1 (configuration not stated) | 0.026
COc1cccc(C2N(c3ccc(Cl)c(Cl)c3)C(=O)C3CCCN32)c1OC (configuration not stated) | -1.4
O=C(NNC1CC(=O)N(c2ccc3c(c2)OCCO3)C1=O)c1ccccc1 (configuration not stated) | 1.8
CC(=O)Nc1ccc(S(=O)(=O)NCc2ccc(C(=O)NCc3ccc4c(c3)OCO4)cc2)cc1 | 0.58
Cc1ccccc1CN(c1ccc(C(=O)N2CCCC2)cc1)S(C)(=O)=O | 0.83
O=C(NCCCN1CCOCC1)c1cc2cc(Br)ccc2oc1=O | 0.65
CC(=O)Nc1cccc(-c2nc3ccc(NC(C)=O)cc3[nH]2)c1 | -0.019
COc1ccc(C2CC(=O)N3CN(c4ccccc4F)CSC3=C2C#N)cc1OC (configuration not stated) | 1.3
CCOC(=O)c1nnn(-c2nonc2N)c1-c1ccc(OCC)cc1 | -1.2
Cc1ccc(/C=C/C(=O)Nc2ccc(O)c3c(=O)cc(-c4ccccc4Cl)oc23)cc1 | -0.76
CCn1c(SCC(=O)N2CCCc3ccccc32)nc2ccccc2c1=O | -6.9*
CSc1ccc(S(=O)(=O)Nc2cccc(F)c2)cc1 | -4.1*
O=C(O)C1CCC(=O)N1C1c2ccccc2Oc2ccccc21 (configuration not stated) | -0.73
Cc1ccccc1/C=N\NC(=O)c1csnn1 | 0.57
COc1ccc(-n2nc3c(c2NC(=O)c2ccc(Br)cc2)CS(=O)C3)cc1 (configuration not stated) | -0.19
Cc1ccc(SCc2c(C#N)c3ccccc3n2C)cc1 | -1.2
CCOc1ccc(NC(=O)CS(=O)(=O)c2cn(C)c3ccccc23)cc1 | 0.21
CN(Cc1nc(-c2ccncc2)no1)S(=O)(=O)c1ccccc1 | 0.84
CCCCC(=O)N1CCCC(c2nc3c(nnn3Cc3cc(C)ccc3C)c(=O)[nH]2)C1 (configuration not stated) | -0.32
CCN1CCN(CCNC(=O)CCCCCn2c(=O)[nH]c3cc(C(=O)OC)ccc3c2=O)CC1 | -0.0091
O=P(COc1ccccc1)(c1ccccc1)c1ccccc1 | -0.97
CC(CN1CCOCC1)C(=O)O (configuration not stated) | 1.1
COc1ccc(C)cc1NC(=O)CNC(=O)Cn1ccc2ccccc2c1=O | 0.1
CCOC(=O)CC(=O)CSc1ccc2nnc(-c3ccc(C)cc3)n2n1 | 1.3
Cc1cccc(Cn2c(N3CCN(c4ccccc4)CC3)nc3c2c(=O)n(C)c(=O)n3C)c1 | -1.2
CC(C)C1Oc2ccccc2N(CC(=O)N(Cc2ccccn2)C2CC2)C1=O (configuration not stated) | 0.32
CC(C)(C)c1ccc(Cn2ccc(-c3ccc4c(c3)OCO4)n2)cc1 | -0.25
O=C(OCC(=O)N1CCN(c2ccccc2)CC1)c1ccco1 | -0.46
CN1CCN(C(=O)NC2CCCCC2)CC1 | 0.74
CCOC(=O)N1CCN(Cc2ccccc2Cl)CC1 | -0.025
COc1cc2c3c(c1)C1(C(=O)N3C(C)(C)C=C2C)C(C#N)=C(N)Oc2cc(O)ccc21 (configuration not stated) | -2.2
N#Cc1nc(-c2ccccc2F)oc1N1CCCC1 | 0.76
COC(=O)c1ccc(CSc2nccn2C)cc1 | -0.49
O=C(COc1ccc2c3c(c(=O)oc2c1)CCC3)NC1CCCCC1 | -0.71
N#C/C(=C\c1cc(Cl)cc(Cl)c1O)C(=O)NC1CCCCC1 | -2.5
CCc1nnc(NC(=O)CSc2nnc(Cc3ccccc3)n2-c2ccc(OC)cc2)s1 | -1.3
COc1cccc(OC)c1OCCNCC1COc2ccccc2O1 (configuration not stated) | -1.8
O=C(CCCn1c(=S)[nH]c2ccccc2c1=O)N1CCOCC1 | 0.051
CCOC(=O)C(=O)c1csc(NC(=O)COc2ccc(N(C)S(=O)(=O)c3ccc(F)cc3)cc2)n1 | -1.2
CCN(CC)C(=O)C1CCCN(C(=O)Nc2ccc3nsnc3c2)C1 (configuration not stated) | -0.018
Cc1cc(NC(=O)CSc2ccc(Cl)cc2)no1 | -1.3
CC(=O)/C(=N\Nc1ccc(C)cc1)N1CCOCC1 | -0.71
CCCC(=O)c1ccc(N2CCN(S(=O)(=O)c3ccc(C)cc3)CC2)c(F)c1 | -0.0073
COc1ccc2nc3oc(C(=O)NC4CCN(Cc5ccccc5)CC4)cc3cc2c1 | 0.58
Cc1cc(C)nc(-n2nc(C)cc2NC(=O)CNCc2ccccc2)n1 | -0.025
COc1cc(CN2CCN(c3cccc(C)c3C)CC2)cc(OC)c1O | -0.34
COc1ccc(OCCCN2CCCC(C)C2)cc1 (configuration not stated) | 0.48
COc1ccc(C2=CC3=C(Br)C(=O)C(C)(OC(=O)c4ccco4)C(=O)C3=CO2)cc1 (configuration not stated) | -0.43
COc1cccc(CN2CCN(C(=O)CC(C)C)CC2)c1 | -0.14
CCOc1cc(C2C(C(=O)N3CCCCC3)=C(C)NC3=C2C(=O)CC(C)(C)C3)ccc1O (configuration not stated) | 0.23

Continued:
Molecule | Cav32 inh
O=C(O)c1ccc(Br)c(S(=O)(=O)N2CCCC2)c1 | -0.19
CC1(C)Cc2ccccc2C(N)=C1C#N | 0.48
Cc1cc(C)c2c(-n3cccc3)nn(CC#N)c2n1 | -0.55
O=C(N[C@@H](c1ccccc1)[C@@H]1C[C@H]1C(=O)NCc1ccccn1)OCc1ccccc1 | 0.43
Cc1cccc(NC(=O)COc2ccc(Br)cc2)n1 | -1.9
COCCNC(=O)c1onc(CCl)c1C(=O)OC | 1.2
CCOc1ccccc1C(=O)Nn1c(C2CCC2)nc2ccccc2c1=O | -0.038
Cc1ccccc1C(=O)Nc1ccccc1 | -0.42
COc1ccc(Cl)c(NCCC(=O)O)c1 | 0.51
COc1ccccc1NC(=O)C(NC(=O)OC(C)(C)C)C(C)OCc1ccccc1 (configuration not stated) | -3
O=C(CNCCO)N1CCc2ccccc21 | 1.2
COc1cc(/C=C(/C#N)c2nc3ccccc3[nH]2)ccc1OCC(=O)Nc1ccccc1C | -0.74

(cont.)
SMILES	Cav32 inh
CS(=O)(=O)Nc1ccc(S(=O)(=O)Nc2nccs2)cc1	-1
CN(CC(=O)Nc1ccc(S(N)(=O)=O)cc1)c1ccccc1	0.41
O=C(NC(Cc1ccccc1)c1nc2ccccc2[nH]1)C1CC(=O)N(c2ccc3c(c2)OCCO3)C1 (configuration not stated)	-0.91
O=C(O)C1=C[C@@H](c2ccc(Br)cc2)C[C@@H](OCCCCO)O1	1.6
O=C1c2cccnc2C(O)N1C1CCCCC1 (configuration not stated)	0.49
O=C(c1ccccc1)c1ccc2nc[nH]c2c1	0.27
COc1ccc(OC)c(N(CC(=O)Nc2ccc3c(c2)OCCO3)S(C)(=O)=O)c1	-0.25
CC1CC(C)CN(CC(=O)N2c3ccccc3CCc3ccccc32)C1 (configuration not stated)	-3.9
Cc1cc(C)c(C)c(OCCOCCN2CCOCC2)c1	0.9
Cc1ccc2c(c1)C(C)(C)[C@]1(C)NC(=O)CCN21	0.23
Cc1cc(Cl)ccc1OCC(=O)Nc1ccccc1N1CCOCC1	-0.89
O=C(NC1CCCCC1)c1ccccc1NC(=O)C1CC(=O)N(c2ccc(Cl)cc2)C1 (configuration not stated)	-0.56
COc1cc(NC(=O)C2CCCN2C(=O)C2CCC(C)CC2)cc(OC)c1OC (configuration not stated)	1.1
O=c1[nH]c2ccccc2c(=O)n1Cc1ccco1	0.026
COc1ccc(S(=O)(=O)Nc2ccccc2C(=O)NCc2ccco2)cc1Br	-3.8*
COc1ccc(Cn2c(CCC(=O)N3CCN(c4ccccn4)CC3)nc3ncccc3c2=O)cc1	0.66
CC(C)CNc1cc(=O)n(C)c(=O)n1C	0.27
COc1cc(C(=O)Nc2cccc(-c3nc4ccccc4o3)c2C)cc(OC)c1OC	0.021
COC(=O)c1nc2nc(C)cc(=O)n2[nH]1	0.65
CCCCNC(=O)OCC(CC)NC(=O)OC(C)C (configuration not stated)	0.081
Cc1ccc(/C=N/NC(=S)NC(C)C)o1	-0.45
CNCC(O)C(O)C(O)C(O)CO (configuration not stated)	0.65
CCSc1nnc(NC(=O)C(C)(C(F)(F)F)C(F)(F)F)s1	-3.2
CC(C)OC(=O)c1ccc(NC(=O)Cn2c(-c3nonc3N)nc3ccccc32)cc1	-0.82
CCCCNC(=S)NNC(=O)c1csc2ccccc12	0.56
O=C(c1cnn(-c2ccccc2)c1)c1ccc2ccccc2c1O	-0.28
COc1cc(S(=O)(=O)N2CCCCC2)ccc1NC(C)=O	0.009
COCCN1C(=O)N[C@@H](c2ccco2)C(C(C)=O)=C1C	0.56
O=C(O)CSc1nnc(Cn2nnc3ccccc32)n1CCc1ccccc1	0.71
Cc1c(C(=O)O)c(-c2ccccc2)nn1-c1ccccc1	-4.3*
CCCC(=O)Nc1ccccc1-c1nnn(CC(=O)Nc2ccc(OC)cc2)n1	-1.2
Cc1cccn2cc(CCNS(=O)(=O)c3ccc4c(c3)OCCO4)nc12	0.074
CCSc1nnc(-c2sc3nnc(-c4ccccc4)c(-c4ccccc4)c3c2N)o1	-5.6*
CCOC(=O)c1[nH]c(C)c(C(=O)OCC(=O)N2CCCCC2C)c1C (configuration not stated)	0.27
CC(C)C(=O)NCCc1nc2ccccc2n1CCCOc1ccc(Cl)cc1	-5.6*
O=C(COC(=O)c1ccco1)Nc1ccc2c(c1)OCCO2	0.62
N=c1c[n+](N2CCOCC2)[n-]o1	-3
Cc1cc(NC(=O)CSc2nnc(Cc3ccccc3)n2C)no1	0.51
O=C(Nc1ccc(N2CCN(C(=O)c3ccc(Cl)cc3)CC2)cc1)c1ccc(Br)o1	-0.7
Cc1cc(NC(=O)CSc2nnc(-c3ccncc3)n2N)ccc1Br	-0.0054
COc1cccc(NC(=O)CSc2nncn2N)c1	-0.03
CN1CCN(C(=O)c2cc3nc(-c4ccc(Cl)cc4)cc(C(F)(F)F)n3n2)CC1	0.018
CC12CCC(C(=O)Nc3ccc4c(c3)OCCO4)(OC1=O)C2(C)C (configuration not stated)	-0.2
COc1ccc(C2NC(=O)NC(c3ccccc3)=C2c2nc3ccccc3s2)cc1 (configuration not stated)	-5.8*
O=C1c2ccccc2NC(c2ccc(F)cc2)N1Cc1ccco1 (configuration not stated)	-1.1
COCCN(C(=O)Cn1nnc2ccccc21)C(C(=O)NC1CCCC1)c1cccc(OC)c1OC (configuration not stated)	0.81
CN1C=CC=C/C1=C(\C#N)c1nc2ccccc2[nH]1	-0.36
COc1ccc(-n2nc(C(=O)Nc3ccc4c(c3)OCO4)c3c4ccccc4n(C)c3c2=O)cc1	-0.81

Copied from the list:
Cav32 inh with CC1CC(C)CN(CC(=O)N2c3ccccc3CCc3ccccc32)C1 (configuration not stated) : -3.9
Cav32 inh with COCCN(C(=O)Cn1nnc2ccccc21)C(C(=O)NC1CCCC1)c1cccc(OC)c1OC (configuration not stated) : 0.81

High-throughput results: PubChem, Vanderbilt High Throughput Screening Facility

Not all compounds are listed (hit frequency here may not be typical).
